Screening results: PubChem BioAssay, several laboratories
NR5A2 inv ag: NR5A2 inverse agonism in reporter assay. O00482. 360,000 tested, 0.13% active. inhibition, % at 3.6 µM. HEK293T StAR-luciferase reporter, LRH-1 transfected, 24 h;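 active = inhibition above the mean inhibition of all tested compounds plus 3 SD, cut at about 73% in these data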;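 also: 0% = DMSO wells and 100% = reporter-only cells lacking LRH-1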
NCOA2 inhibitor: human SRC2 (NCOA2) inhibition; Q15596; HEK293 GAL4-SRC2 luciferase reporter, luminescence; inhibition, % at 9 µM; 370,000 tested, 0.17% active; AID 651957;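 active = inhibition above the mean inhibition of all tested compounds plus 3 SD, set per campaign, cut at about 52% in these data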;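 also: 0% = DMSO treated cells and 100% = cells given Gossypol at 36 µM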
TRAIL sens C8: caspase-8 TRAIL sensitization. NB7+C8 cells + TRAIL, ATPlite viability luminescence. inhibition (viability loss, TRAIL sensitization), % at 10 µM. 360,000 tested, 1% active;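 active = compounds causing at least 50% loss of cell viability in the single-dose screen, relative to plate controls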
SRC3 inh: human NCOA3 inhibition; Q9Y6Q9; HEK293 GAL4-SRC3 luciferase reporter, luminescence; inhibition, % at 3.6 µM; 360,000 tested, 0.17% active; AID 588352;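 active = inhibition above a per-campaign cutoff, the mean of all compounds plus 3 SD, cut at about 60% in these data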;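 also: 0% = DMSO-treated cells and 100% = gossypol-treated cells at 36 µM; higher means less SRC3-driven luciferase light from the GAL4 reporter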
COUP-TFII inh: blocks human COUP-TFII nuclear receptor | P24468 | HEK293T NGFI-A luciferase reporter, luminescence | inhibition, % at 8.6 µM | 370,000 tested, 0.7% active;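 active = inhibition above a per-plate cutoff, mean inhibition of test wells between control levels plus 3 SD, cut at about 38% in these data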;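 also: cells cotransfected with COUP-TFII expression vector driving the NGFI-A reporter; 0% = median of COUP-TF2 test wells and 100% = reporter-only cells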
TLR9-MyD88 block: TLR9-MyD88 interaction inhibition | 340,000 tested, 0.21% active | inhibition, % at 4.98 µM | CHO BLA complementation TLR9-MyD88, CCF4 FRET ratio;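 active = inhibition above the mean over all tested compounds plus 3 SD, cut at about 21% in these data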;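 also: 0% = DMSO only wells and 100% = clavulanate BLA inhibitor control wells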
Target sequence (Q99836 whole entry, looked up): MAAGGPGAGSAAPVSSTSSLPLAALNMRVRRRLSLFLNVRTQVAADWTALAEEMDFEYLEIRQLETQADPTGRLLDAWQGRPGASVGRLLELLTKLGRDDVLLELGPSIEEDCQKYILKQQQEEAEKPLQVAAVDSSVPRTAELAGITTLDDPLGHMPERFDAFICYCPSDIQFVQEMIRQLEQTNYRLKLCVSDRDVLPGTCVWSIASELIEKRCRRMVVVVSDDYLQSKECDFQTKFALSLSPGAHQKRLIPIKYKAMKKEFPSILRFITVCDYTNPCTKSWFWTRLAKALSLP
Target sequence (Q9NR96 whole entry, looked up): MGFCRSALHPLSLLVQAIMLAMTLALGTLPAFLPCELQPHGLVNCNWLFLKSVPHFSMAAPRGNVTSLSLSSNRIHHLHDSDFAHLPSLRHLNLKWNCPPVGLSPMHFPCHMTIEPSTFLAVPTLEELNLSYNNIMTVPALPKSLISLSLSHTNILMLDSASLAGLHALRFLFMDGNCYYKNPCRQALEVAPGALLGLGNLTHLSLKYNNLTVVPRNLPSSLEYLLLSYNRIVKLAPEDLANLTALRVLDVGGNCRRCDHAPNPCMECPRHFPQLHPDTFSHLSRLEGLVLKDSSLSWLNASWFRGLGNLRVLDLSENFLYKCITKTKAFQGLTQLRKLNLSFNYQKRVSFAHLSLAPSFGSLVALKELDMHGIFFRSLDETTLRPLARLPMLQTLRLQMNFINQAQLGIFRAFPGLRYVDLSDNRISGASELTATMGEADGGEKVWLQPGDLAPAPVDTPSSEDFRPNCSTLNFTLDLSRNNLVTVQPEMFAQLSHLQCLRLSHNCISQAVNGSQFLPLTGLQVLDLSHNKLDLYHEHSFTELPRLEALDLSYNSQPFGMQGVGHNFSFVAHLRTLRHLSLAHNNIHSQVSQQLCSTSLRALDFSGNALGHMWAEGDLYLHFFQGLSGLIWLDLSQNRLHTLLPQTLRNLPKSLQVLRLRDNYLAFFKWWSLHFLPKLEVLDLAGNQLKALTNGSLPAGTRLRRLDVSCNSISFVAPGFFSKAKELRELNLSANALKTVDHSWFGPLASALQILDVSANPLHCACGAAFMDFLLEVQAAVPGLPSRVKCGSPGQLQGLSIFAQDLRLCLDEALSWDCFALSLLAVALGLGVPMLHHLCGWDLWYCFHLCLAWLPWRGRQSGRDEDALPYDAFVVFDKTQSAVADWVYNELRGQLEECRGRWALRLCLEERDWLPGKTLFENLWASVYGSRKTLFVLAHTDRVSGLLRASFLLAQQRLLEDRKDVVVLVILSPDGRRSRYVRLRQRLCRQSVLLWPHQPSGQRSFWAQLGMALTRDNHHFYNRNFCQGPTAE
NCOA1 inh: inhibits human SRC1 coactivator | Q15788 | HEK293 GAL4-SRC1 luciferase reporter, luminescence | inhibition, % at 3.6 µM | 360,000 tested, 0.12% active;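 active = inhibition above the campaign mean plus 3 SD, with each screening campaign given its own cutoff, cut at about 60% in these data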;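 also: 0% = DMSO treated cells and 100% = gossypol at 36 µM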
Vif imaging: HIV Vif inhibition | HEK293T cells, Vif self-association by quenched fluorescence, imaging, 24 h | inhibition, % at 7.49 µM | 340,000 tested, 0.35% active; in the data active = inhibition above about 50%, passing the limit was not always enough; also: some results filed as inactive read as strong as hits
NOD2 RIPK2 PPI: blocks binding of human NOD2 to RIPK2. O43353. CHO BLA complementation NOD2-RIPK2, CCF4 ratio. inhibition, % at 4.98 µM. 360,000 tested, 0.38% active. AID 624267; in the data active = inhibition above about 21%;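 also: 0% = vehicle only and 100% = reference blocker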
LMP1 NFkB inh: reduces LMP1-driven NF-kappaB luciferase signal; LMP1-induced NF-kappaB luciferase reporter cells, luminescence; inhibition, % at 12.5 µM; 350,000 tested, 0.69% active; in the data active = inhibition above about 41%;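 also: 0% = neutral control wells and 100% = reference inhibitor control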
TROY signal inh: TROY signaling inhibition. Q293 LMP1-TROYcd NF-kB luciferase reporter, 4 h. 360,000 tested, 0.98% active. AID 1347056. inhibition, % at 10 µM;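 active = compounds whose plate-normalised and pattern-corrected inhibition of the luciferase reporter signal at the single screening dose is 50% or more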
The depositor's hits bear a star; . = not tested or not shown.

SMILES	NR5A2 inv ag	NCOA2 inhibitor	TRAIL sens C8	SRC3 inh	COUP-TFII inh	TLR9-MyD88 block	NCOA1 inh	Vif imaging	NOD2 RIPK2 PPI	LMP1 NFkB inh	TROY signal inh
Cc1cc(Cl)c2oc(C(=O)N(C)CC3CCOCC3)c(C)c2c1	-20	-61	12	-18	-18	4	-19	3	10	-5	-64
CSc1ccc(CN(C)C(=O)CSCC(=O)Nc2cc(C)on2)cc1	-3	-13	0	-6	-2	-5	-10	-4	3	8	9
CC1(C)NC(=O)N(CCCCOc2ccc(Br)cc2Cl)C1=O	-11	16	-11	4	20	8	-9	-2	0	-9	-12
COc1ccc(S(=O)(=O)N(CC(=O)NCc2ccncc2)c2ccc(C)cc2)cc1OC	-14	5	-3	10	7	-1	9	5	-2	-2	-2
O=C(c1cccc(S(=O)(=O)N2CCCC2)c1)c1cccc(S(=O)(=O)N2CCCC2)c1	6	11	46	17	-3	4	-8	-17	-10	19	11
COc1ccc(S(=O)(=O)NCc2ccccn2)cc1NC(=O)c1ccccc1C	29	9	20	30	-18	-5	-1	1	-3	-15	2
Cc1ccc2nc(N3CCN(C(=O)c4ccco4)CC3)sc2c1	-88	-41	2	-55	-55	6	-59	-18	-6	-15	-29
CCOc1ccc(C(=O)Nc2cccc3cccnc23)cc1	2	-31	12	-6	7	12	-17	3	-18	-12	-50
Cc1cn(CC(=O)NCC(c2ccccc2)c2ccccc2)c(=O)[nH]c1=O	2	19	-5	-12	9	2	-23	1	-2	-2	-7
CCN1CCN(c2nc(NCCO)c3ccccc3n2)CC1	11	6	5	-29	0	0	-6	20	1	-1	-6
CCOc1ccc(S(=O)(=O)/N=C(/Nc2ccc(S(N)(=O)=O)cc2)c2ccccc2)cc1	-7	-7	0	-8	-5	-4	0	6	0	3	-37
Cc1ccc(S(=O)(=O)N2CCC(C(=O)O)CC2)cc1C(=O)O	-2	23	7	21	1	-6	1	5	-7	-2	14
COc1ccc2c(c1OC)C(=O)N(c1ccc3c(c1)CCC3)C2=O	-8	-8	8	-1	-6	-2	3	38	-9	-9	-27
Cc1ccc(-c2ccc(C#N)c(=O)n2CC(=O)N(C)C)cc1	-16	-8	-9	0	12	6	-1	4	5	7	-12
O=C(NCc1ccccc1)c1ccc(S(=O)(=O)N2CCCC2)cc1	3	6	0	4	-4	-1	3	.	-1	-24	7
Cc1cc(OCC(=O)Nc2ncn[nH]2)ccc1Cl	-24	-7	1	-18	9	8	-12	7	-11	-8	-22
CCOC(=O)C(C#N)(Cc1ccc2ccccc2n1)Cc1ccc2ccccc2n1	3	-14	2	10	13	-3	-9	10	6	-2	24
O=C(NC(=S)Nc1ccc2oc(=O)ccc2c1)c1cc2ccccc2o1	8	-12	5	13	-38	4	-1	-2	-4	5	-27
Cc1ccc(NC(=O)CCSc2ccccn2)cc1	-130	-48	-7	-62	-39	-4	-97	1	1	-19	-35
COc1ccc(NC(=O)C23CC4CC(C2)CC(n2cnc(Br)n2)(C4)C3)c(OC)c1	11	0	8	-22	-3	-6	1	.	-2	-3	0
CC(=O)N/N=c1\sc2ccccc2n1C	0	-1	0	-5	-2	4	-18	4	5	-2	-2
CN(C)c1nc(-c2ccccc2)c2cnn(Cc3ccccc3)c2n1	-5	-13	22	6	12	-2	-7	6	4	-2	-19
CCOC(=O)c1csc(NC(=O)CSc2nnnn2-c2ccc(OC)cc2)n1	2	4	-4	9	12	4	16	9	0	8	-8
CCN(CC)S(=O)(=O)c1ccc(-c2nnc(SCC(=O)Nc3ccc4c(c3)OCO4)o2)cc1	35	-15	0	6	12	10	13	7	-6	-15	-7
O=S(=O)(NCc1cccnc1)c1ccc(Cl)s1	-3	.	16	9	.	-1	-7	-5	-5	-15	-18
CCCOc1ccc(C(=O)c2nc3c(n2O)CCCCC3)cc1	12	-6	30	4	-7	9	-7	-3	-1	13	1
O=C(NCn1ccc(=O)[nH]c1=S)c1ccccc1	-2	7	-4	-11	3	-2	2	.	-7	-1	-31
Cn1c(=O)c2cc(NC(=O)CCc3ccccc3)ccc2n1Cc1cccc(C(F)(F)F)c1	-3	-5	8	1	10	.	-13	-13	-1	.	9
O=C(COc1cccnc1[N+](=O)[O-])NCCc1ccc(Cl)cc1Cl	-12	-29	-8	8	14	-4	-6	10	-5	-2	-13
CC1(Oc2cnc(Cl)c3ccccc23)CCN(Cc2ccc(OC(F)(F)F)cc2)C1 (stereo not drawn)	15	-45	0	-16	5	.	1	-3	-11	.	1
CC(C)NC(=O)Cn1nnc(-c2ccccc2)c1COc1ccc2ccccc2c1	-10	16	-2	-9	5	.	-6	-11	9	.	5
Fc1ccccc1N1CCN(c2nc3ccccc3n3nnnc23)CC1	-18	-12	8	-13	-18	5	-8	.	-5	-8	7
COc1cccc(C(C(=O)NC2CCCC2)N(Cc2cccnc2)C(=O)Cc2cccs2)c1 (stereo not drawn)	4	-14	-1	12	-8	-3	4	19	-14	4	-1
CC(=O)Nc1cc(-c2ccc(N)cc2)cn2c(-c3cccc(C(F)(F)F)c3)cnc12	8	-11	-7	-9	-12	.	-29	-8	13	.	-14
CCOc1ccccc1Nc1ncccc1C(=O)N1CCCC1	5	2	-11	12	-1	-8	3	-2	-4	1	-17
CCOC(=O)C1(Cc2ccccc2)CCCN(Cc2ccccn2)C1 (stereo not drawn)	-1	11	5	-6	8	-2	4	12	-9	-1	8
Cc1ccccc1C(=O)NC(=S)Nc1ccc(N2CCOCC2)cc1	-33	-10	-12	-27	-34	0	-18	-1	4	-4	-22
Cc1ccc(C(=O)OCC(=O)Nc2ccc(S(N)(=O)=O)cc2)c(O)c1	6	-16	22	-1	18	-1	7	-2	-5	-5	0
Cc1cccc(CN2CCN(c3ccccn3)CC2)c1	3	-29	-2	19	1	-10	22	-6	-15	2	6
C=CCN1C(c2cccc(C(F)(F)F)c2)=CS/C1=C(\C#N)c1nnc(N2CCOCC2)n1-c1ccccc1	-17	-10	-9	-14	-9	-8	-1	.	-4	8	5
Cc1cc(C(=O)N2CCCC(N3CCN(c4cccc(Cl)c4)CC3)C2)n(C)n1 (stereo not drawn)	-7	-4	-10	11	9	-4	14	3	-8	-5	0
COc1ccc(OC)c(NC(=O)CSc2nc3ccccc3cc2Cc2ccccc2)c1	-4	0	0	-4	-22	7	-6	-1	-8	4	-5
O=C(NN=C1CCCCCCC1)C(=O)NC1CCCCC1	12	-14	5	14	-6	2	-5	9	-3	-10	-8
O=C(Nc1ccc2c(c1)OCCO2)c1cccc(S(=O)(=O)N2CCCCC2)c1	-17	4	8	-11	10	-5	-9	-8	-14	5	22
COc1ccc2[nH]cc(CCNC(=O)c3ccc([N+](=O)[O-])cc3)c2c1	22	-11	9	0	10	-2	5	-15	2	-6	-14
Cc1ccc(S(=O)(=O)/N=C(\Nc2cccc(C)c2)Nc2nc(C)cc(C)n2)cc1	18	-10	3	8	1	3	2	-1	-9	5	-7
CCc1ccccc1NC(=O)c1ccc(NS(C)(=O)=O)cc1	10	-1	-7	12	3	.	0	-2	-5	-6	-9
COC(=O)[C@H](Cc1ccccc1)NC(=O)N1CCCCC1C (stereo partly drawn)	-9	-11	-2	-12	3	2	-18	0	6	-4	-39

Sorted by formula weight (low to high): some entries from above.
SMILES	NR5A2 inv ag	NCOA2 inhibitor	TRAIL sens C8	SRC3 inh	COUP-TFII inh	TLR9-MyD88 block	NCOA1 inh	Vif imaging	NOD2 RIPK2 PPI	LMP1 NFkB inh	TROY signal inh
COC(=O)[C@H](Cc1ccccc1)NC(=O)N1CCCCC1C (stereo partly drawn)	-9	-11	-2	-12	3	2	-18	0	6	-4	-39
COc1ccc2[nH]cc(CCNC(=O)c3ccc([N+](=O)[O-])cc3)c2c1	22	-11	9	0	10	-2	5	-15	2	-6	-14
Cc1ccc(C(=O)OCC(=O)Nc2ccc(S(N)(=O)=O)cc2)c(O)c1	6	-16	22	-1	18	-1	7	-2	-5	-5	0

Following part
SMILES	NR5A2 inv ag	NCOA2 inhibitor	TRAIL sens C8	SRC3 inh	COUP-TFII inh	TLR9-MyD88 block	NCOA1 inh	Vif imaging	NOD2 RIPK2 PPI	LMP1 NFkB inh	TROY signal inh
CCN(CC)S(=O)(=O)c1ccc(NS(=O)(=O)c2cccc(C)c2)cc1	7	5	-11	2	4	4	-29	2	-17	-5	-1
CC(=O)c1ccc2c(c1)OCCOCCOCCOCCOCCO2	3	5	-16	2	-8	.	10	2	-7	.	-3
Cc1ccc(S(=O)(=O)N/N=C(\c2ccccc2)c2cccnc2)cc1	-17	-19	1	10	-14	12	2	21	1	2	6
CCc1noc(C)c1C(=O)Nc1ccccc1C(C)(C)C	10	2	7	6	-9	0	-21	-7	2	1	-12
O=C(CCCCCN1C(=O)c2cccc3cccc(c23)C1=O)NCCO	-19	-6	-9	-13	-12	-7	-6	-8	-2	-8	-12
O=C(CCCOc1ccc(Cl)cc1Cl)N/N=C/c1cccc([N+](=O)[O-])c1	-13	-8	-8	16	-11	-1	-3	-8	-17	-6	-12
O=C(Nc1ccccc1)C1CC(=O)N(c2ccc3c4c(cccc24)CC3)C1 (stereo not drawn)	3	8	7	0	-17	1	-17	9	7	-5	9
Cn1cnc2c1c(=O)[nH]c(=O)n2Cc1ccccc1	8	-17	-2	-4	-19	-4	-23	8	1	5	-2
COc1ccc(-c2cc(C)no2)cc1S(=O)(=O)N1CCN(c2ccc([N+](=O)[O-])cc2)CC1	2	-2	25	30	10	0	-10	-13	-2	8	24
CCC(C)n1c(=O)c2sccc2n2c(CCCC(=O)N3CCC(C(N)=O)CC3)nnc12 (stereo not drawn)	-7	-3	-5	-15	5	-13	7	14	-1	-11	4
Cn1ncc(Cl)c1C(=O)Nc1ccc2c(c1)CCC2	-67	-38	-7	-38	-35	1	-51	6	-2	-24	-72
CCN(CC)C(=O)CSc1nnc(-c2cnccn2)n1-c1ccc(C)cc1	0	9	-11	4	12	4	-15	-4	8	2	-10
COc1nc(-c2ccccc2)cc(C(F)(F)F)n1	3	18	-17	0	-3	2	10	-7	-6	-8	7
O=C(C1CCN(c2nnc(-n3cccc3)s2)CC1)N1CCN(c2cccc(C(F)(F)F)c2)CC1	29	23	15	28	22	-6	12	.	-5	22	37
CC1CCc2c(sc3nc(CN4CCOCC4)nc(Sc4ccccc4)c23)C1 (stereo not drawn)	0	-2	7	-16	11	-4	-9	4	-5	-12	-14
C=CCOC(=O)/C(=C/c1ccco1)NC(=O)/C=C/c1ccccc1	3	-30	-9	2	-4	2	-7	-1	6	-12	5
O=C(Nc1ccccc1)c1c(F)cccc1F	-20	-5	-6	13	-9	0	-13	2	-11	-10	-13
Cc1cc(=O)oc2ccc(OCC(=O)O)cc12	-15	-11	7	7	1	2	5	-16	11	3	13
CC(C)(C)n1nc(C2CC2)cc1NC(=O)Nc1ccc(Cl)cc1	-15	-4	-2	-8	-8	-8	-4	.	-10	-3	-23
O=C(NC[C@@H]1CC[C@@H](Cc2ccc(-c3ccccc3)cc2)O1)Nc1ccc(Br)cc1	14	-3	16	-37	7	-4	-7	-26	2	4	-22
CC(=O)c1c(C)[nH]c(C(=O)OCc2ccc([N+](=O)[O-])cc2)c1C	-10	-4	12	-11	-12	-2	-37	4	-2	-11	8
O=C(NCc1ccccc1)C1=C[C@@H](c2coc3ccccc3c2=O)C[C@@H](OCCCCO)O1	-15	-18	25	4	3	-3	4	1	11	-9	1
O=C(C1=NN(c2ccccc2)C(=O)CC1)N1CCc2ccccc2C1	24	-5	5	-5	6	-8	2	-6	5	3	-38

These rows are one share of the data. The share of hits here may be higher or lower than overall.
